Bioassay records (PubChem)
TcdB inh: inhibitors of Clostridioides difficile toxin B glycohydrolase. TcdB glycohydrolase enzymatic assay, plate reader. inhibition, % at 9.99 µM. 0.24% of 350,000 active. AID 652162; in the data active = inhibition above about 10%
Target sequence (P18177 whole entry, looked up): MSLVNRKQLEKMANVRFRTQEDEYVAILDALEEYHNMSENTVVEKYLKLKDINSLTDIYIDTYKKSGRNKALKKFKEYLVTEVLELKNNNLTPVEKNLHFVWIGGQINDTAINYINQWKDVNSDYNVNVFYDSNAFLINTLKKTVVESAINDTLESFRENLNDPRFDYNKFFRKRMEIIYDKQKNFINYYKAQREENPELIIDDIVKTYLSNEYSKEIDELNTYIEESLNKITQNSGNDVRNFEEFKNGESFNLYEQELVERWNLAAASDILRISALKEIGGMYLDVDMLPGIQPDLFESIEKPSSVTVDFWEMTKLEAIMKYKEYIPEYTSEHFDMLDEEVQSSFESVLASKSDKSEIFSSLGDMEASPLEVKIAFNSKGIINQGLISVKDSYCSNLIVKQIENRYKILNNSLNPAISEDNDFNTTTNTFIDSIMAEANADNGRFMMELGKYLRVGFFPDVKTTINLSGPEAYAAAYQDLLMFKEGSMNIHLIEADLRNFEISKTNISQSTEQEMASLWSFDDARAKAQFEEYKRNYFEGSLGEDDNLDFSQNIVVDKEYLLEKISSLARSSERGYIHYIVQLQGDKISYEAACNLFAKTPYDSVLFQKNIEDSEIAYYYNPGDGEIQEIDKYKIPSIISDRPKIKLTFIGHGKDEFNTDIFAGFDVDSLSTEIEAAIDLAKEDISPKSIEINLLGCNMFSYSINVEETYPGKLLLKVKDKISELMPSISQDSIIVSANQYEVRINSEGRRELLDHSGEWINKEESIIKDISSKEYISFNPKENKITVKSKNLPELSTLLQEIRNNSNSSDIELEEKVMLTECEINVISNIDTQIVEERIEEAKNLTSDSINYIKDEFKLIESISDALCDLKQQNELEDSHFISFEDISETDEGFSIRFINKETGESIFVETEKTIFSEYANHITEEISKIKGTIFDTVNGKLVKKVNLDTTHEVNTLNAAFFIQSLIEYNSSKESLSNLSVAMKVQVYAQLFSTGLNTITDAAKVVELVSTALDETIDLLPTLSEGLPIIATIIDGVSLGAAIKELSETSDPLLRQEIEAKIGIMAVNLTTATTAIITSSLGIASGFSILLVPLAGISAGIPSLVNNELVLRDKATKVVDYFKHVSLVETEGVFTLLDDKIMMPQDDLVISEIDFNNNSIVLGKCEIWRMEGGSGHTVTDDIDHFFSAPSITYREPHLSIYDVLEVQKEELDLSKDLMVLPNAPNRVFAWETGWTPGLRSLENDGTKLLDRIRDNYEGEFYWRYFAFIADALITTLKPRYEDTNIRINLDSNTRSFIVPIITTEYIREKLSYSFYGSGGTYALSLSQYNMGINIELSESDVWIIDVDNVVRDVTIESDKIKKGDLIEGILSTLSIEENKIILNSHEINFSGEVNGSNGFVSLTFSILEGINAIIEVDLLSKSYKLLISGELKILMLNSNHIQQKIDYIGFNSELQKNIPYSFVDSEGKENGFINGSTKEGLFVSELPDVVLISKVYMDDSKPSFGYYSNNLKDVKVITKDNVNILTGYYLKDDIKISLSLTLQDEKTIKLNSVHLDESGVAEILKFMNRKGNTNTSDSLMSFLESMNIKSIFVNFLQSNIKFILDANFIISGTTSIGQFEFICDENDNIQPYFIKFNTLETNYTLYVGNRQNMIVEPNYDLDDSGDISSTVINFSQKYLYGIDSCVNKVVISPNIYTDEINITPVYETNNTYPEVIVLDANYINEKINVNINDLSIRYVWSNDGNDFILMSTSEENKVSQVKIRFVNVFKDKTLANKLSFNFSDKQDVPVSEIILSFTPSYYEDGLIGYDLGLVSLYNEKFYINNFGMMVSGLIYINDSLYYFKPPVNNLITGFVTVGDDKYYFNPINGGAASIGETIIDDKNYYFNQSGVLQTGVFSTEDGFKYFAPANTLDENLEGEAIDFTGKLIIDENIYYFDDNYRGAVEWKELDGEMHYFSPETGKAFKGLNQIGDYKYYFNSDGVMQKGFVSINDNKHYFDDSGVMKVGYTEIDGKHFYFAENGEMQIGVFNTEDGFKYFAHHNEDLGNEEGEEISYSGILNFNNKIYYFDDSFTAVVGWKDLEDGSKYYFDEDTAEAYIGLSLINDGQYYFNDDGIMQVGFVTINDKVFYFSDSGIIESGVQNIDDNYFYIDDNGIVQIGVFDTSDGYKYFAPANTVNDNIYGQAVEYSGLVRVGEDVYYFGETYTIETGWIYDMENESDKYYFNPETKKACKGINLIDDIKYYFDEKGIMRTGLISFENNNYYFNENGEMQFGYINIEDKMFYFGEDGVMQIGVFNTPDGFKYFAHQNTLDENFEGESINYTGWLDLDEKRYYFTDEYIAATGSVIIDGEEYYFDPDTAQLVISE
Active calls of the source: *; & = joins results of further samples.

SMILES	TcdB inh
COCC#Cc1ccc([C@H]2[C@H](CO)N3C(=O)CN(C(=O)C4CCCC4)C[C@@H]23)cc1	-0.2
Cc1noc(C)c1NC(=O)N(C)C[C@@H]1Oc2c(NC(=O)NC(C)C)cccc2C(=O)N([C@H](C)CO)C[C@@H]1C	-0.8
COc1ccc(CN(C)C[C@@H]2OCCCC[C@@H](C)Oc3ccc(NC(=O)c4ccccc4)cc3C(=O)N([C@H](C)CO)C[C@@H]2C)cc1	-5.0
CN1c2ccc(-c3cccc(F)c3)cc2[C@H]2[C@H](CCN2C(=O)c2cccc(F)c2)[C@H]1CO	-0.9
Cn1cnc(CCNC(=O)[C@H]2[C@H](CO)[C@H]3Cn4c(cccc4=O)[C@@H]2N3C(=O)Nc2ccccc2)c1	-0.3
CCNC(=O)[C@@H]1[C@@H](CO)[C@@H]2Cn3c(ccc(-c4ccccc4F)c3=O)[C@@H]2N1C(C)=O	-1.0
C[C@@H]1CCCCO[C@@H](CN(C)C(=O)Nc2ccc(F)cc2)[C@H](C)CN([C@@H](C)CO)C(=O)c2cc(NS(C)(=O)=O)ccc2O1	-0.2
C[C@@H]1COc2cccc(NCCO)c2S(=O)(=O)N1	-10.5
O=C(C[C@@H]1CC[C@H](NC(=O)c2ccc3c(c2)OCO3)[C@@H](CO)O1)NCc1ccc(Cl)cc1	0.1
Cc1ccc(S(=O)(=O)Nc2ccc3c(c2)C(=O)N([C@H](C)CO)C[C@@H](C)[C@H](CN(C)Cc2ccncc2)OCCCC[C@@H](C)O3)cc1	1.9
N#C[C@H]1[C@H](c2ccccc2C2=CCCC2)[C@H](CO)N1C(=O)NC1CCCC1	-0.3
Cc1ccccc1S(=O)(=O)N1[C@@H]2CNC[C@H]1C2c1ccc(-c2ccncc2)cc1 (some centres not stated)	-0.1&0.0
CCc1cnc(N2[C@H](CO)[C@@H](c3ccc(C#Cc4ccccc4F)cc3)[C@@H]2C#N)s1	-4.9
CCC(=O)N(C)C[C@H]1Oc2ncc(C#CC(C)(C)O)cc2C(=O)N([C@H](C)CO)C[C@H]1C	0.4
COc1cccc(S(=O)(=O)N2[C@@H]3CNC[C@H]2C3c2ccc(-c3ccccc3C)cc2)c1 (some centres not stated)	-1.1&-1.2
COc1ccc(S(=O)(=O)Nc2ccc3c(c2)C(=O)N([C@@H](C)CO)C[C@H](C)[C@H](CN(C)S(=O)(=O)c2cn(C)cn2)O3)cc1	-0.2
C[C@H](CO)N1C[C@H](C)[C@H](CN(C)S(=O)(=O)c2ccc(F)cc2)Oc2ccc(NC(=O)C3CC3)cc2CC1=O	0.1
CN1C(=O)c2cc(NS(=O)(=O)c3ccccc3F)ccc2OC[C@@H]2O[C@H](CC(=O)NC3Cc4ccccc4C3)CC[C@H]21	0.3
Cc1noc(C)c1NC(=O)Nc1cccc2c1O[C@@H](CN(C)Cc1ccc(C(=O)O)cc1)[C@@H](C)CN([C@H](C)CO)C2=O	0.0
CCC(=O)Nc1ccc2c(c1)OC[C@H](C)N(C(=O)CN1CCOCC1)C[C@H](C)[C@H](OC)CN(C)C2=O	-2.7
C[C@@H]1CN([C@@H](C)CO)S(=O)(=O)c2ccc(C#C[C@@H](C)O)cc2O[C@H]1CN(C)C(=O)Nc1ccccc1	-0.7
CO[C@@H]1CN(C)C(=O)c2cc(NC(=O)C3CCCC3)ccc2OC[C@H](C)NC[C@@H]1C	-0.3
C[C@@H]1CN([C@H](C)CO)C(=O)c2cc(NS(=O)(=O)c3ccc(F)cc3)ccc2O[C@@H]1CN(C)C(=O)NC1CCCCC1	0.9
COc1ccccc1-c1ccc([C@@H]2[C@@H](C#N)N(C(=O)c3cccc(F)c3)[C@@H]2CO)cc1	-0.6
C[C@H](CO)N1C[C@H](C)[C@@H](CN(C)C(=O)NC2CCCCC2)Oc2ncc(/C=C/c3ccccc3)cc2C1=O	0.5
CO[C@H]1CN(C)C(=O)c2ccc(NC(=O)c3ccc(F)cc3)cc2OC[C@H](C)N(C(=O)c2ccc(F)cc2)C[C@H]1C	-2.5
Cc1ccccc1-c1ccc([C@H]2[C@H](CO)N3CCCCN(S(=O)(=O)c4cn(C)cn4)C[C@@H]23)cc1	-0.9
CN(C)CC(=O)N1[C@H](C#N)[C@H](c2ccccc2-c2cccc(C(=O)N(C)C)c2)[C@H]1CO	0.3
CC=Cc1ccc2n(c1=O)C[C@@H]1[C@@H](CO)[C@H](C(=O)NCc3ccccn3)N(CCC)[C@H]21 (mixture of isomers)	-1.5
Cc1noc(C)c1NC(=O)N(C)C[C@@H]1Oc2cc(C#CCC3CCCC3)ccc2S(=O)(=O)N([C@@H](C)CO)C[C@@H]1C	0.7

The final 2 records of the section above are carried over, then new ones follow.
SMILES	TcdB inh
CC=Cc1ccc2n(c1=O)C[C@@H]1[C@@H](CO)[C@H](C(=O)NCc3ccccn3)N(CCC)[C@H]21 (mixture of isomers)	-1.5
Cc1noc(C)c1NC(=O)N(C)C[C@@H]1Oc2cc(C#CCC3CCCC3)ccc2S(=O)(=O)N([C@@H](C)CO)C[C@@H]1C	0.7
O=C(C[C@@H]1C=C[C@H](NC(=O)Nc2ccc(C(F)(F)F)cc2)[C@H](CO)O1)NCCN1CCCC1	2.0
COc1ccc(CN(C)C[C@@H]2Oc3c(NS(=O)(=O)c4ccc(F)cc4)cccc3C(=O)N([C@@H](C)CO)C[C@H]2C)cc1	0.3
C[C@@H]1CN([C@@H](C)CO)C(=O)c2cccc(NS(=O)(=O)c3cn(C)cn3)c2O[C@H]1CN(C)Cc1ccccc1	0.4
C[C@@H]1CN([C@H](C)CO)C(=O)Cc2cc(NC(=O)Cc3ccccc3)ccc2O[C@@H]1CN(C)C(=O)Nc1ccccc1	0.7
CO[C@@H]1CN(C)C(=O)c2cc(NC(=O)c3cc(C)on3)ccc2OC[C@H](C)N(C(=O)C2CC2)C[C@H]1C	0.4
C[C@H](NC(=O)C[C@H]1C=C[C@@H](NC(=O)C2CC2)[C@H](CO)O1)c1ccccc1	-0.4
CC(C)(C)[S@](=O)N1Cc2cc(C(=O)NCCc3ccncc3)nc(-c3cccc(-c4ccccc4)c3)c2[C@@H]1CCO	-1.7
COc1ccc2c3c([nH]c2c1)[C@H](CO)N(S(=O)(=O)c1cn(C)cn1)CC31CCN(CC2CC2)CC1	-0.1
C[C@@H]1CN([C@H](C)CO)C(=O)Cc2cc(N(C)C)ccc2O[C@@H]1CN(C)Cc1ccc(-c2ccccc2)cc1	-0.6
CCC(=O)N[C@H]1CC[C@H](CCNC(=O)Nc2ccc(F)cc2)O[C@H]1CO	-1.3
O=C(C1CCOCC1)N1C[C@@H]2[C@H](c3ccccc31)[C@H](CO)N2C(=O)Cc1ccccn1	-1.5
CO[C@@H]1CN(C)C(=O)c2cc(NC(=O)Nc3ccccc3)ccc2OC[C@@H](C)N(C(C)=O)C[C@@H]1C	1.5
CO[C@@H]1CN(C)C(=O)c2cc(NC(=O)c3cccc(F)c3)ccc2OC[C@@H](C)NC[C@@H]1C	-5.4
COc1ccc(NC(=O)N2C[C@@H](O)COC[C@H]3O[C@@H](CC(=O)N4CCN(C)CC4)CC[C@@H]32)cc1	3.4
COc1ccc(CN(C)C[C@H]2Oc3ccc(NC(=O)Nc4ccccc4)cc3CC(=O)N([C@@H](C)CO)C[C@H]2C)cc1	0.4

The last 6 records of the section before come first, to join the parts.
SMILES	TcdB inh
CCC(=O)N[C@H]1CC[C@H](CCNC(=O)Nc2ccc(F)cc2)O[C@H]1CO	-1.3
O=C(C1CCOCC1)N1C[C@@H]2[C@H](c3ccccc31)[C@H](CO)N2C(=O)Cc1ccccn1	-1.5
CO[C@@H]1CN(C)C(=O)c2cc(NC(=O)Nc3ccccc3)ccc2OC[C@@H](C)N(C(C)=O)C[C@@H]1C	1.5
CO[C@@H]1CN(C)C(=O)c2cc(NC(=O)c3cccc(F)c3)ccc2OC[C@@H](C)NC[C@@H]1C	-5.4
COc1ccc(NC(=O)N2C[C@@H](O)COC[C@H]3O[C@@H](CC(=O)N4CCN(C)CC4)CC[C@@H]32)cc1	3.4
COc1ccc(CN(C)C[C@H]2Oc3ccc(NC(=O)Nc4ccccc4)cc3CC(=O)N([C@@H](C)CO)C[C@H]2C)cc1	0.4
COc1ccccc1C#Cc1ccc2c(c1)[C@@H]1[C@@H](CCN1C(C)=O)[C@@H](CO)N2C	0.1
COc1cccc(C#Cc2ccc([C@H]3[C@@H](CO)N(C(=O)c4ccccn4)[C@H]3C#N)cc2)c1	0.8
COc1cccc(S(=O)(=O)Nc2ccc3c(c2)[C@@H]2C[C@H](CC(=O)O)O[C@H](CO)[C@@H]2O3)c1	-2.1
COCC(=O)N[C@@H]1C=C[C@@H](CC(=O)N2CCCCC2)O[C@H]1CO	-1.1
CN(C)CC(=O)NC[C@H]1N[C@@H](CO)[C@H]1c1ccc(-c2cccc(C#N)c2)cc1	2.0
Cc1ccc(S(=O)(=O)Nc2ccc3c(c2)C(=O)N([C@H](C)CO)C[C@H](C)[C@@H](CN(C)S(=O)(=O)c2cn(C)cn2)O3)cc1	-0.4
C[C@@H]1CN([C@H](C)CO)S(=O)(=O)c2ccc(C#C[C@@H](C)O)cc2O[C@@H]1CN(C)C(=O)Cc1ccccn1	-4.6
C/C=C/c1ccc([C@@H]2[C@@H](CO)N(C(=O)C3CCC3)C23CN(S(=O)(=O)CC)C3)cc1	-0.8
C[C@@H]1CN([C@H](C)CO)C(=O)Cc2cc(NC(=O)NC3CCCCC3)ccc2O[C@@H]1CN(C)S(=O)(=O)c1cn(C)cn1	-4.4
C[C@H](CO)N1C[C@H](C)[C@@H](CN(C)Cc2ccc(Cl)c(Cl)c2)Oc2ccc(NC(=O)Cc3cn(C)c4ccccc34)cc2C1=O	-0.1
O=C(Nc1ccccc1)Nc1ccc2c(c1)[C@H]1C[C@H](CC(=O)N3CCCCC3)O[C@H](CO)[C@H]1O2	-1.5
O=C(C[C@@H]1CC[C@@H]2[C@H](COC[C@H](O)CN2C(=O)Nc2cc(Cl)cc(Cl)c2)O1)N1CCCCC1	0.0
C[C@@H]1CN([C@H](C)CO)C(=O)c2cc(NC(=O)NC3CCCCC3)ccc2O[C@@H]1CN(C)Cc1ccccc1	-3.5
O=C(C[C@@H]1CC[C@H]2[C@@H](COC[C@H](O)CN2S(=O)(=O)c2ccc(Cl)cc2)O1)NCc1ccc(Cl)c(Cl)c1	-0.7
O=C(NCC[C@H]1CC[C@H](NC(=O)C2CC2)[C@@H](CO)O1)Nc1ccc(Cl)cc1	-0.8
C[C@@H]1CN([C@@H](C)CO)C(=O)c2cccc(NC(=O)c3ccc(-c4nccs4)cc3)c2O[C@H]1CN(C)S(=O)(=O)c1cccs1	-0.5
O=C(C[C@@H]1C[C@H]2c3cc(NS(=O)(=O)c4ccccc4)ccc3O[C@H]2[C@@H](CO)O1)NC1CCCC1	0.7
C[C@H]1CN([C@@H](C)CO)C(=O)Cc2cc(NC(=O)Nc3ccc(F)cc3)ccc2O[C@H]1CN(C)Cc1ccc(Oc2ccccc2)cc1	0.0
C[C@H](CO)N1C[C@H](C)[C@H](CN(C)C(=O)NC2CCCCC2)Oc2ccc(NC(=O)Nc3ccc(F)cc3)cc2C1=O	-0.4
C[C@@H]1CN([C@H](C)CO)C(=O)c2cc(C#CCN(C)C)cnc2O[C@H]1CN(C)Cc1ccc(F)cc1	-0.4
C[C@H](CO)N1C[C@H](C)[C@H](CN(C)S(=O)(=O)c2ccccc2)OCCCC[C@H](C)Oc2ccc(NS(=O)(=O)c3ccc(Cl)cc3)cc2C1=O	0.3
C[C@@H]1CCCCO[C@H](CN(C)C)[C@H](C)CN([C@@H](C)CO)C(=O)c2cc(NC(=O)c3ccccc3)ccc2O1	-1.5
COc1ccc(S(=O)(=O)Nc2ccc3c(c2)C(=O)N([C@@H](C)CO)C[C@@H](C)[C@H](CN(C)S(=O)(=O)c2cccs2)OCCCC[C@@H](C)O3)cc1	0.7
COc1ccccc1C#Cc1cnc2c(c1)C(=O)N([C@H](C)CO)C[C@H](C)[C@H](CN(C)C(C)=O)O2	0.2
CC=Cc1ccc2n(c1=O)C[C@H]1[C@H](CO)[C@@H](C(=O)N(C)C)[C@@H]2N1C(=O)c1ccccc1 (mixture of isomers)	-0.4
CC(C)CC#Cc1ccc2c(c1)O[C@H](CN(C)C(=O)c1ccccc1F)[C@H](C)CN([C@H](C)CO)S2(=O)=O	0.1
C#CCNC(=O)C[C@H]1C[C@@]2(C(=O)OC)C(=C[C@H](C(C)(C)C)O[C@@H]2C)N(CCCCCCCC)C1=O	2.0
CCNC(=O)[C@H]1[C@H](CO)[C@H]2Cn3c(ccc(-c4cccnc4)c3=O)[C@H]2N1Cc1ccccc1	-1.2
COC(=O)[C@]12CCCCC=C1N(Cc1ccc3c(c1)OCO3)C(=O)[C@H](CC(=O)N1CCN(C(=O)c3ccco3)CC1)C2	-0.1
C[C@@H]1CCCCO[C@H](CN(C)C(=O)Nc2ccc3c(c2)OCO3)[C@H](C)CN([C@H](C)CO)C(=O)c2cc(NS(=O)(=O)c3cn(C)cn3)ccc2O1	0.5

Taken from above.
Value for `COc1ccccc1C#Cc1cnc2c(c1)C(=O)N([C@H](C)CO)C[C@H](C)[C@H](CN(C)C(C)=O)O2` in TcdB inh: 0.2
Value for `CC(C)CC#Cc1ccc2c(c1)O[C@H](CN(C)C(=O)c1ccccc1F)[C@H](C)CN([C@H](C)CO)S2(=O)=O` in TcdB inh: 0.1
Value for `C[C@H]1CN([C@@H](C)CO)C(=O)Cc2cc(NC(=O)Nc3ccc(F)cc3)ccc2O[C@H]1CN(C)Cc1ccc(Oc2ccccc2)cc1` in TcdB inh: 0.0

Remaining list, next part
SMILES	TcdB inh
C=CC[C@H](OC(=O)Nc1ccc(SC)cc1)c1ccc(OCCO)cc1	0.4
CS(=O)(=O)N1[C@@H](C#N)[C@@H](c2ccccc2)[C@@H]1CO	0.4
CCCNC(=O)C[C@@H]1CC[C@@H]2[C@H](COC[C@@H](O)CN2C(=O)CC)O1	0.7
COCCNC(=O)C[C@H]1CC[C@H]2[C@@H](COC[C@H](O)CN2C(=O)c2cc(Cl)cc(Cl)c2)O1	0.8
CCC(=O)N[C@@H]1CC[C@@H](CCNC(=O)Nc2ccc(C(F)(F)F)cc2)O[C@@H]1CO	0.5
COc1ccc(NC(=O)N(C)C[C@@H]2Oc3c(NS(=O)(=O)c4ccc(OC)cc4)cccc3C(=O)N([C@@H](C)CO)C[C@@H]2C)cc1	-1.0
COc1ccc(NC(=O)Nc2ccc3c(c2)CC(=O)N([C@@H](C)CO)C[C@@H](C)[C@H](CN(C)C(=O)Nc2ccc4c(c2)OCO4)O3)cc1	2.0

The list is partial; the hit share may differ from the screen's.
